# inhibitors of VEEV: inhibitors of VEEV TC-83 cytopathic effect, confirmation, Vero cells (AID 588727) | one-dose inhibition, % at 20 µM; IC50 in µM for titrated hits | Vero cells, VEEV TC-83 cytopathic effect inhibition; higher % means a stronger effect | 0.13% of 350,000 active; in the data active means a potency from the dose series; inconclusive means inhibition mostly from about 14% at the one dose, without a potency; inactive means the rest, 99 in 100 with inhibition below about 12%; further: strong numbers were not always called active
# M. tuberculosis: growth inhibition of non-replicating M. tuberculosis (AID 488890); 0.39% of 320,000 active; Mycobacterium tuberculosis non-replicating, growth inhibition; higher % means a stronger effect; inhibition, % at 25 µM; hits with a dose series show IC50 in µM; in the data active means a potency from the dose series; inconclusive means inhibition mostly from about 82% at the one dose, without a potency; inactive means the rest, 99 in 100 with inhibition below about 76%;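 further: plate controls were DMSO cells for no effect and high antibiotic wells for full effect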
# M. tuberculosis HTS: M. tuberculosis growth inhibition, HTS (AID 449762) | M. tuberculosis H37Rv growth inhibition, 7H9 media; higher % means a stronger effect | 0.59% of 330,000 active | one-dose inhibition, % at 25 µM; IC50 in µM for titrated hits; in the data active means a potency from the dose series; inconclusive means inhibition above about 70% without an active follow-up result;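 further: bacterial growth assessed after seven days of incubation; strong numbers were not always called active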
# PhoP GFP inhibition: PhoP regulon inhibitors, Salmonella typhi PhoP promoter GFP reporter, confirmatory (AID 1850); inhibition, % at 50 µM, or IC50 in µM where a hit was titrated; 0.33% of 310,000 active; Salmonella Typhi PhoP-promoter GFP reporter, fluorescence, 4 h; higher % means a stronger effect; in the data active means a potency from the dose series; inconclusive means inhibition mostly from about 25% at the one dose, without a potency; inactive means the rest, 99 in 100 with inhibition below about 19%;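 further: 0% = induced wells with vehicle and 100% = uninduced wells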
# H1N1 NS1A inhibition: H1N1 influenza NS1A inhibitors, functional cell based assay (AID 504329); NS1A functional cell-based assay, percent inhibition; higher % means a stronger effect; one-dose inhibition, % at 12.5 µM; IC50 in µM for titrated hits; 0.3% of 340,000 active; in the data active means a potency from the dose series; inconclusive means inhibition above about 27% without an active follow-up result; further: strong numbers were not always called active
# inhibitors of VEEV 10K pilot screen: also measured in inhibitors of VEEV; calls as there; inhibition, %; measured here: 10K pilot screen inhibition
# * hit, by the source's call; i = inactive; u = inconclusive; x = not tested or not shown. Outcome played no part in choosing rows; about 1.5% have a hit in one of these screens.
# The first 2 records, ahead of the listing:
SMILES,inhibitors of VEEV,M. tuberculosis,M. tuberculosis HTS,PhoP GFP inhibition,H1N1 NS1A inhibition,others
Cc1ccc(C(C2=C(O)CC(C)(C)CC2=O)C2C(=O)CC(C)(C)CC2=O)o1 (configuration not stated),i,u,12%,-7%,1%,
O=C(CSc1nnnn1-c1ccc(Cl)cc1)N1CCc2ccccc2C1,1.7%,21%,-10%,-6%,1%,

# This part in full, from the start:
SMILES,inhibitors of VEEV,M. tuberculosis,M. tuberculosis HTS,PhoP GFP inhibition,H1N1 NS1A inhibition,others
Cc1ccc(C(C2=C(O)CC(C)(C)CC2=O)C2C(=O)CC(C)(C)CC2=O)o1 (configuration not stated),i,u,12%,-7%,1%,
O=C(CSc1nnnn1-c1ccc(Cl)cc1)N1CCc2ccccc2C1,1.7%,21%,-10%,-6%,1%,
Cc1ccc(CSc2ccc3nnc(-c4cccnc4)n3n2)cc1,4.6%,14%,43%,-13%,0%,
COc1ccc(/C=C2\SC(=O)N(CCC(=O)Nc3ccc(S(=O)(=O)Nc4nccs4)cc3)C2=O)cc1,3.8%,3%,4%,0%,-6%,
COC(=O)c1sccc1NC(=S)Nc1ccc(C)cc1,i,9%,-7%,16%,10%,
Cc1c(OCC(=O)N[C@@H](CSCc2ccccc2)C(=O)O)ccc2c3c(c(=O)oc12)CCC3,i,x,x,x,5%,
CN(C)c1ccc2c3c(ccc(N(C)C)c13)COC2,0.5%,-17%,-2%,1%,-4%,
CC(C)Cn1c(NCCO)nc2ccccc21,1.2%,-12%,4%,11%,-7%,
COC(=O)c1ccccc1NC(=O)CSc1nnnn1CC(=O)O,1.6%,1%,2%,10%,-6%,
CC(C)Cc1nc2oc3c(N4CCN(CCO)CC4)ncnc3c2c2c1CCCC2,i,u,18µM*,-2%,15%,inhibitors of VEEV 10K pilot screen=0.0
O=C(CCc1ccccc1)Nc1ccc(S(=O)(=O)NC2=NCCCCC2)cc1,1.4%,6%,0%,x,2%,
COc1ccc(C2CC(c3ccccc3)=NN2C(=O)CSc2nnnn2-c2cccc(C)c2)cc1 (configuration not stated),1.3%,8%,6%,8%,-2%,
CN(C)CCNS(=O)(=O)c1ccc2c3c(cccc13)C(=O)N2,0.2%,-4%,12%,-3%,-7%,
O=C(NC(=S)Nc1cc(S(=O)(=O)N2CCOCC2)ccc1N1CCOCC1)C1CCCC1,x,47%,6%,7%,x,
CCOC(=O)c1c(C2CC2)csc1NC(C)=O,3.5%,-19%,-12%,12%,1%,
CC(C)(C)OC(=O)N[C@H](Cc1ccccc1)C(=O)N1CCC[C@@H]1C(=O)O,0.9%,34%,1%,-14%,-10%,
C=CCNC(=O)C1CCC(C(=O)NCC=C)CC1 (configuration not stated),0.1%,-20%,2%,-9%,-16%,
CCC(=O)Nc1cccc(-c2nnc(-c3ccccc3)o2)c1,10%,21%,1%,-6%,-11%,
CC(C)CNC(=O)c1ccccc1NC(=O)c1ccccc1N(C)S(C)(=O)=O,0.1%,-3%,-4%,-12%,5%,
COc1ccc(CCNC(=O)CC2SC(=NCc3ccccc3OC)NC2=O)cc1 (configuration not stated),1.2%,64%,10%,-5%,-9%,
Cc1cc(=O)oc2c(C)c(OCC(=O)c3ccccc3)ccc12,5.5%,-4%,9%,0%,1%,
COc1ccccc1NC(=O)CCSc1nc(C)cc(C)n1,2.9%,-18%,-9%,-6%,-4%,
CN1CCN(c2nc(Nc3ccccc3)nc(N)c2[N+](=O)[O-])CC1,3.4%,5%,3%,14%,-3%,
CCCCN=Cc1c(O)n(-c2c(C)cc(C)cc2C)c(=O)[nH]c1=O,2.2%,71%,-2%,-4%,-6%,
COc1ccc(C(=O)/C=C/c2ccccc2)c(OC)c1,44%,3%,-2%,12%,-3%,
Cc1ccc(Cn2nnc3c(=O)n(CC(=O)OCc4ccccc4)cnc32)cc1,0.8%,51%,2%,-3%,-2%,
CCc1cccc(CC)c1-n1c(SCC(=O)N2CCc3ccccc3C2)nnc1-c1cccnc1,6.5%,51%,-11%,4%,-4%,
CC(C)NC(=O)CN1C(=O)C(=O)c2ccccc21,i,-6%,-13%,-6%,0%,
O=C(C1=NN(c2ccccc2)C2C(=O)N(c3ccccc3Cl)C(=O)C12)c1ccccc1 (configuration not stated),8.7%,-10%,5%,-25%,-4%,inhibitors of VEEV 10K pilot screen=2.3
COc1ccc(NC(=O)Nc2ccc3c(c2)C(=O)N([C@H](C)CO)C[C@H](C)[C@@H](CN(C)C(=O)NC2CCCCC2)O3)cc1,1.1%,9%,3%,x,25%,
N#CC1=C(N)Oc2c(ccc3cccnc23)C1c1cccnc1 (configuration not stated),8.1%,4%,-8%,-5%,57µM*,
COCc1cc(=O)[nH]c(/N=C(\N)Nc2ccccc2C)n1,0.5%,2%,-4%,-10%,-19%,
COc1ccc(/C=N/NC(=O)c2ccn[nH]2)cc1CN1CCOCC1,i,2%,-3%,2%,7%,
COc1cc(NS(=O)(=O)c2ccc(F)cc2)c(OC)cc1NC(C)=O,7.1%,-2%,-8%,0%,-2%,
CC(C)N(Cc1nc(-c2ccccc2)no1)C(=O)CN1C(=O)c2ccccc2C1=O,i,1%,-12%,-7%,-6%,
CCOc1ccc(S(=O)(=O)Nc2cc(NS(=O)(=O)c3ccc(OCC)cc3)cc(C(=O)O)c2)cc1,1.1%,21%,2%,x,4%,
COc1ccc(NC(=O)CN(C)CC(=O)Nc2cccc(C(C)=O)c2)cc1,1.1%,18%,1%,4%,-5%,
Cc1ccc2nc(NC(=O)COC(=O)c3ccc(Br)o3)sc2c1,1.3%,i,3%,6%,1%,
CCCCNS(=O)(=O)c1ccc(OC)cc1,0.3%,14%,-1%,2%,-1%,
O=C(Cc1ncc(C(F)(F)F)cc1Cl)NCc1cccnc1,1.9%,-1%,8%,6%,-5%,
Clc1ccc(-c2nc3ccccn3c2CN2CCSCC2)cc1,9.8%,28%,41%,-5%,-9%,
CS(=O)(=O)N(CC(=O)NCCSCc1ccccc1Cl)c1ccccc1F,0.9%,-9%,-5%,-6%,2%,
N#C/C(=C\c1ccc(N2CCOCC2)o1)C(=O)NCC1CCCO1 (configuration not stated),0.5%,14%,-3%,-11%,-2%,
CCCCCCCNC(=O)C1(CC2CC(c3cccc(Br)c3)=NO2)CCN(C(=O)Cc2ccc(F)cc2)CC1 (configuration not stated),2.7%,27%,1%,-2%,-1%,
O=[N+]([O-])c1ccc(N2CCCC2)cc1NCc1ccccc1,0.4%,-12%,-2%,-6%,14%,
O=C(c1cccs1)N1CCN(C(=O)c2ccco2)c2ccccc2C1,1.1%,-11%,-7%,1%,-10%,
CCOC(OCC)P(=O)(c1ccccc1)c1ccccc1,1.9%,4%,-4%,6%,-3%,
Cc1ccnc(Cc2ccccc2)n1,i,-6%,0%,-6%,-3%,
NCCc1c[nH]c2ccc(F)cc12,x,-1%,-3%,8%,x,
COc1ccc(C)cc1-n1nnnc1SCC(=O)NNC(=O)c1ccc([N+](=O)[O-])cc1,0.5%,-24%,2%,-6%,4%,

# Continued.
SMILES,inhibitors of VEEV,M. tuberculosis,M. tuberculosis HTS,PhoP GFP inhibition,H1N1 NS1A inhibition,others
O=[N+]([O-])c1ccc(S(=O)(=O)N2CCC3(CC2)OCCN3S(=O)(=O)c2cccs2)cc1,i,9%,-1%,10%,-5%,
C#CC(C)(C)NC(=O)c1ccc(-c2ccccc2F)cc1,0.7%,23%,7%,1%,-16%,
O=C(NCCCNC(=O)c1ccc(Cl)cc1Cl)c1cnccn1,5.1%,-7%,-3%,6%,-6%,
COc1ccc2[nH]c3c(c2c1)CCNC3(C)CCc1ccc(Cl)nc1 (configuration not stated),6.0%,-10%,-4%,-3%,-1%,
Cn1nnnc1P(=O)(c1ccccc1)c1ccccc1,0.1%,-13%,2%,-18%,-2%,
Cc1cccc(-n2ncc3c(NCc4cccs4)ncnc32)c1,4.7%,28%,31%,-4%,-5%,
COc1ccccc1CNC(=O)CN1C(=O)NC2(CCCCCCC2)C1=O,1.2%,8%,5%,x,-18%,
Cc1cc(C)n(-c2ccc(NC(=O)C3CCCCN3C(=O)c3occc3C)cc2)n1 (configuration not stated),0.1%,4%,10%,-10%,4%,
COC(=O)Cn1ncn2c(cc3oc(C)cc32)c1=O,i,-7%,-8%,-11%,-16%,
CCCNC(=O)CCNC(=O)[C@H](O)C(C)(C)CO,i,x,x,x,-3%,

# The list goes on (six carried over from the part before).
SMILES,inhibitors of VEEV,M. tuberculosis,M. tuberculosis HTS,PhoP GFP inhibition,H1N1 NS1A inhibition,others
Cn1nnnc1P(=O)(c1ccccc1)c1ccccc1,0.1%,-13%,2%,-18%,-2%,
Cc1cccc(-n2ncc3c(NCc4cccs4)ncnc32)c1,4.7%,28%,31%,-4%,-5%,
COc1ccccc1CNC(=O)CN1C(=O)NC2(CCCCCCC2)C1=O,1.2%,8%,5%,x,-18%,
Cc1cc(C)n(-c2ccc(NC(=O)C3CCCCN3C(=O)c3occc3C)cc2)n1 (configuration not stated),0.1%,4%,10%,-10%,4%,
COC(=O)Cn1ncn2c(cc3oc(C)cc32)c1=O,i,-7%,-8%,-11%,-16%,
CCCNC(=O)CCNC(=O)[C@H](O)C(C)(C)CO,i,x,x,x,-3%,
Cc1cc(C)n2cc(CSCc3ccco3)nc2n1,i,-6%,2%,-4%,5%,
CC(C)(C)c1csc(NC(=O)c2ccc(Br)o2)n1,6.8%,u,15%,-5%,-6%,
CC1CCCCC1NC(=O)/C(C#N)=C/c1ccc(OCC(N)=O)cc1 (configuration not stated),i,u,9%,-8%,3%,
CCOc1ccc(OCc2ccc(C(=O)N3CCCC3)o2)cc1,1.7%,16%,0%,-10%,1%,
COC(=O)c1ccc(/C=C/C(=O)OCC(=O)Nc2cc(C)on2)cc1,0.6%,29%,3%,x,-8%,
O=C(NCCO)c1ccc2nc(-c3ccco3)c(-c3ccco3)nc2c1,1.0%,-6%,2%,-7%,16%,
COc1ccc(-c2cccc(NS(=O)(=O)c3ccccc3[N+](=O)[O-])c2)nn1,3.0%,-11%,-5%,0%,-6%,
CCNc1nc(NC(C)C)nc(OCCOC(=O)Nc2ccccc2)n1,0.2%,14%,-5%,-2%,3%,
COc1cc(/C=C2\NC(=S)NC2=O)ccc1OCc1cccc(C(=O)O)c1,0.3%,9%,0%,-3%,5%,
CC(=O)Nc1cc(NC(C)=O)cc(C(=O)OCC(=O)c2ccc3c(c2)OCO3)c1,5.8%,23%,1%,6%,-4%,
Cc1ccccc1-n1c(O)c(/C=N/NC(=O)c2ccccc2O)c(=O)[nH]c1=S,0.5%,8%,4%,6%,13µM*,
Nc1c(S(=O)(=O)c2cccc(Cl)c2)c2nc3ccccc3nc2n1/N=C/c1ccc(O)c(O)c1,x,-6%,5%,-2%,x,
Cc1cc(Nc2ccccc2)nc2cc(O)ccc12,7.3%,x,-3%,11%,29%,
COc1ccc(-c2n[nH]c(C)c2-c2ccc(OC)c(OC)c2)c(O)c1,4.4%,28%,-6%,-3%,-18%,
O=C(c1ccc(S(=O)(=O)NCC2CCCO2)cc1)N1CCN(c2cccc(Cl)c2)CC1 (configuration not stated),1.1%,x,x,x,-5%,
COc1ccc(CCc2nnc(CCC(=O)NCc3cnc4ccccn34)o2)cc1,i,-12%,3%,-5%,-11%,
CN(C)S(=O)(=O)c1cccc(NC(=O)COc2cccc3ccccc23)c1,11%,x,x,x,-3%,
COc1ccccc1NC(=O)N1CCCC1C(=O)NCc1ccc2c(c1)OCO2 (configuration not stated),1.9%,-11%,-6%,-4%,11%,
Cc1ccc(S(=O)(=O)NCC(C)n2cncn2)cc1C (configuration not stated),0.8%,-24%,2%,13%,3%,
CCCCn1c(N)c(N(CCOC)C(=O)CN(C)S(=O)(=O)c2ccc(C)cc2)c(=O)[nH]c1=O,1.9%,8%,-4%,-7%,3%,
CCCCn1c(O)c(C(C)=NCCc2c[nH]c3ccccc23)c(=O)[nH]c1=O,9.2%,15%,-2%,7%,4%,

# Screens (PubChem)
